TNAP Pi inh – human TNAP enzyme inhibitors, primary screen, biochemical, colorimetric, phosphate release readout | 21,000 tested, under 10 active | purified TNAP, pNPP, malachite green phosphate absorbance | inhibition, % at 20 µM | AID 614, 2007
Target sequence (P05186 whole entry, looked up): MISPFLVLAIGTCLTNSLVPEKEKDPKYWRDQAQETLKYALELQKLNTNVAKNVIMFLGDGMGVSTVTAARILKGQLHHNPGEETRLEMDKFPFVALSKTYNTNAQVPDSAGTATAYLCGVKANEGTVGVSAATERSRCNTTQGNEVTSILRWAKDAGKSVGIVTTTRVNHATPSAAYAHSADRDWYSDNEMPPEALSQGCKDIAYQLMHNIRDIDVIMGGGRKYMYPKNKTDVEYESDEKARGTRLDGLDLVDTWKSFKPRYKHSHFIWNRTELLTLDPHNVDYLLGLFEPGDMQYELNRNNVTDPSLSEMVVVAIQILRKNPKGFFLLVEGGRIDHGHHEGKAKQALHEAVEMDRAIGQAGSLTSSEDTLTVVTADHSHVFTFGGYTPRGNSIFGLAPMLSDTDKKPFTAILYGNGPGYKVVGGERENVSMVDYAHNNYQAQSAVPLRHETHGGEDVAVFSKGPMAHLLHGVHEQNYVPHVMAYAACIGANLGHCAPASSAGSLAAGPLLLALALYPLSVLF
TNAP pNPP inh – human TNAP enzyme inhibitors, primary screen, biochemical, colorimetric, p-nitrophenol readout | purified TNAP, pNPP hydrolysis, absorbance 405 nm | inhibition, % at 20 µM | 21,000 tested, under 10 active | AID 615, 2007;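 also: 0% = DMSO only wells and 100% = 1 mM levamisole wells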
Numbers without * were called inactive.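 The calls were made as follows: active = inhibition above 50% at the 20 µM single-dose screen; inactive = the rest.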 Only part of the results is shown; rates above refer to the full screens.

#1 Cc1ccc(-c2nnc(CSc3nc4cc5c(cc4cc3C)OCO5)o2)cc1
#2 COc1cc(NC(=O)c2ccco2)c(OC)cc1NC(=O)Nc1ccccc1Cl
#3 O=C1N2CCSC2=NC1(Nc1nccs1)C(F)(F)F (stereo unspecified)
#4 Cc1ccc(C(C(=O)NC(C)(C)C)N(C(=O)c2csnn2)c2ccccc2F)o1 (stereo unspecified)
#5 CCOc1ccc(-n2cnnn2)cc1S(=O)(=O)NCCc1ccc(OC)c(OC)c1
#6 Cn1cnc2cc(OC(=O)c3ccccc3)ccc21
#7 COc1ccc(CCN(Cc2cc3cc4c(cc3[nH]c2=O)OCO4)C(C)=O)cc1OC
#8 O=C(CSc1nnc(-c2ccoc2)o1)N1CCOCC1
compound no.	1	2	3	4	5	6	7	8
TNAP Pi inh	-12	-7	11	16	13	0	14	-1
TNAP pNPP inh	6	-3	6	6	1	0	4	-6

#9 CC(C(=O)NC1CCCC1)N(Cc1ccc2c(c1)OCO2)C(=O)c1snc(C(N)=O)c1N (stereo unspecified)
#10 CCn1c(SCC(=O)NCCc2ccc(OC)c(OC)c2)nc2c1c(=O)n(C)c(=O)n2C
#11 COc1ccc(/C(O)=C2/C(=O)C(=O)N(CCCN(C)C)C2c2ccccc2)cc1OC (stereo unspecified)
#12 Cc1onc(-c2ccccc2)c1C(=O)n1cccn1
#13 O=C1c2oc3ccc(F)cc3c(=O)c2C(c2ccccc2)N1CC1CCCO1 (stereo unspecified)
#14 N#Cc1cc2ccccc2nc1SCC(=O)Nc1ccc(S(=O)(=O)N2CCCC2)cc1
#15 CCCN(CCC)S(=O)(=O)c1ccc(C(=O)N2CCC(=O)c3ccccc32)cc1
#16 CCCc1cc(=O)n2[nH]c(NCc3ccc(Cl)cc3Cl)nc2n1
compound no.	9	10	11	12	13	14	15	16
TNAP Pi inh	7	6	11	6	11	11	-4	5
TNAP pNPP inh	3	0	3	-1	0	4	3	5

#17 CCCCOC(=O)CSC1=C(C#N)C(c2ccc3c(c2)OCO3)CC(=O)N1 (stereo unspecified)
#18 CCOc1ccc(S(=O)(=O)N(C)c2ccc(OCC(=O)OCc3c(C)noc3C)cc2)cc1
#19 N#Cc1nc(-c2ccc(OCc3ccccc3)cc2)oc1NCc1ccco1
#20 COc1ccc2c(c1)C(C)=CC(C)(C)N2C(=O)CNCc1ccc2c(c1)OCO2
#21 CCCc1cc(=O)[nH]c(NCc2ccc(Cl)cc2)n1
#22 Clc1ccc2c(c1)CNc1c(ncnc1N1CCOCC1)O2
#23 Fc1ccc(CN2CCSCC2)cc1Br
#24 c1ccc(OCCn2cnc3ccccc32)cc1
compound no.	17	18	19	20	21	22	23	24
TNAP Pi inh	6	0	15	6	6	13	3	10
TNAP pNPP inh	1	0	9	1	2	7	0	7

#25 CCC(=O)Oc1oc(-c2ccccc2)nc1C=Nc1ccccc1OC
#26 COc1ccc(OC)c2c(N)c(C#N)c(C(F)(F)C(F)(F)F)nc12
#27 CC(C)(C)OC(=O)N1CCC[C@H]1C(=O)NCC1CCC(C(=O)O)CC1 (stereo partly specified)
#28 O=S(=O)(c1cccs1)n1nnc2ccccc21
#29 CCCC(CCC)C(=O)Nc1ccncc1
#30 O=C(COc1ccccc1)N1CCNC1=O
#31 CC(=O)c1ncnn1CC(=O)c1ccc(Cl)cc1Cl
#32 O=C(c1cccc(-n2cnnn2)c1)N1CCOCC1
compound no.	25	26	27	28	29	30	31	32
TNAP Pi inh	-5	-2	9	12	0	10	8	0
TNAP pNPP inh	-1	-2	1	5	0	3	5	0

#33 Cc1cc(OCC(=O)NCCCN2CCOCC2)cc(C)c1Cl
#34 Cc1ccc(S(=O)(=O)N2CCN(C(=O)c3ccc(OCc4c(C)noc4C)cc3)CC2)cc1
#35 O=C(NCCc1ccccc1)c1ccccc1NS(=O)(=O)N1CCCC1
#36 c1ccc(OCCN2C3=NCCN3c3ccccc32)cc1
#37 COc1ccc(NC(=O)N2CCCC2C(=O)Nc2ccc(C)c(Cl)c2)cc1 (stereo unspecified)
#38 Nc1cc(N)nc(SCCN2CCCCC2)n1
#39 O=c1c2ccccc2nc(SCc2ccccc2)n1Cc1ccco1
#40 CCN(CC)CCN1C(=O)C(=O)/C(=C(/O)c2c(C)[nH]c(C(=O)OC)c2C)C1c1ccc(OC)cc1 (stereo unspecified)
compound no.	33	34	35	36	37	38	39	40
TNAP Pi inh	6	6	9	-17	4	8	11	9
TNAP pNPP inh	2	0	2	6	4	6	5	5

#41 O=C(NCc1ccco1)C(c1ccc(F)cc1)N(CC1CCCO1)C(=O)Cn1nnc2ccccc21 (stereo unspecified)
#42 O=C(C1CCCN1C(=O)c1cccs1)N1CCN(Cc2ccc3c(c2)OCO3)CC1 (stereo unspecified)
#43 Cc1ccccc1N(C(=O)Cn1nnc2ccccc21)C(C(=O)NCc1ccco1)c1ccncc1 (stereo unspecified)
#44 CC(=O)c1cccc(S(=O)(=O)N(CCCO)Cc2cc3ccc(C)cc3[nH]c2=O)c1
#45 Cc1cc(NC(=O)COC(=O)COc2cccc3c2OC(C)(C)C3)no1
#46 COCCNC(=O)COc1cccc(Oc2ccccc2)c1
#47 O=C(CN1CC(c2ccccc2)CC1=O)OCc1ccccc1F (stereo unspecified)
#48 CCC1(C)Cc2c(sc3nc4n(c(=O)c23)CCS4)CO1 (stereo unspecified)
compound no.	41	42	43	44	45	46	47	48
TNAP Pi inh	4	11	7	-15	4	10	6	6
TNAP pNPP inh	-1	1	3	4	-2	4	-2	2

#49 O=C(O)CCC(=O)Nc1ccc(S(=O)(=O)N2CCCC2)cc1
#50 CCOc1ccc2[nH]c(=O)c(CN(CCO)C(=O)c3ccccc3F)cc2c1
#51 CC1=C(C(=O)N2CCOCC2)C(c2cccs2)NC(=O)N1 (stereo unspecified)
#52 CCCCC(c1nnnn1C1CCCC1)N1CCN(C2CCCC2)CC1 (stereo unspecified)
#53 O=C(NCCc1ccc(S(=O)(=O)N2CCCC2)cc1)c1cccs1
#54 CCn1nnc(NC(=O)c2cccnc2)n1
#55 Cc1ccc2cc(C(c3nnnn3C(C)(C)C)N3CCCCCC3)c(=O)[nH]c2c1 (stereo unspecified)
#56 C=CCN1C(=O)C2C(C(=O)NC3CCCCC3)C3C=CC2(O3)C1C(=O)NC1CCCC1 (stereo unspecified)
compound no.	49	50	51	52	53	54	55	56
TNAP Pi inh	5	10	6	11	6	-4	-11	10
TNAP pNPP inh	-1	8	-6	1	0	-15	2	4

#57 Cc1cc(C)n(-c2cccc(Cl)c2)c(=O)c1C#N
#58 O=C(Oc1ccccc1N1C(=O)CCC1=O)c1ccco1
#59 Nc1nc2n(n1)C(c1ccc(F)cc1)CC(c1ccc(F)cc1)N2 (stereo unspecified)
#60 Cc1noc(C)c1COC(=O)c1cc(F)c(F)cc1Cl
#61 O=C(c1cnn2cccnc12)N1CCN(Cc2ccc3c(c2)OCO3)CC1
#62 O=C(c1ccco1)N1CCN(c2ncnc3c2[nH]c2ccc(Br)cc23)CC1
#63 CCS(=O)(=O)n1nc(-c2ccccc2)nc1SCc1ccccc1
#64 Cn1c(=O)c2c(ncn2CC(N)=O)n(C)c1=O
compound no.	57	58	59	60	61	62	63	64
TNAP Pi inh	-24	6	-6	10	6	10	9	19
TNAP pNPP inh	1	1	5	2	2	3	3	3

#65 CC(C)(C)c1ccc(S(=O)(=O)N2CCCC2C(=O)NC2=NCCS2)cc1 (stereo unspecified)
#66 O=C(COc1c(F)c(F)c(C(F)(F)F)c(F)c1F)Nc1ccc(N2CCOCC2)c(Cl)c1
#67 O=C(CSc1ccccn1)N1CCN(c2ccccc2)CC1
#68 O=C(CC1CCCCC1)N1CCN(c2ccccn2)CC1
#69 CN(C)CCOc1nc(-c2ccccc2)nc2c1oc1ccccc12
#70 FC(F)C(F)(F)C1=CC(c2cccs2)=NCCN1
#71 CCOC(=O)c1c(N)sc(C(O)(C(F)(F)F)C(F)(F)F)c1-c1ccc(OC)cc1OC
#72 CCN(CC)S(=O)(=O)c1ccc(NC(=O)COC(=O)c2ccc(Br)o2)cc1
compound no.	65	66	67	68	69	70	71	72
TNAP Pi inh	16	-1	6	4	-3	6	14	-8
TNAP pNPP inh	1	6	6	1	6	-1	2	-8

#73 CCOC(=O)CCC(=O)N1CCOCCN(C(=O)CCC(=O)OCC)CCOCC1
#74 CCn1c2ccccc2c2cc(NC(=O)CCCN3C(=O)CCC3=O)ccc21
#75 CO[C@H]1C=CO[C@@]2(C)Oc3c(C)c(O)c4c(O)c(c(C=NN5CCN(C)CC5)c(O)c4c3C2=O)NC(=O)C(C)=CC=C[C@H](C)[C@H](O)[C@@H](C)[C@@H](O)[C@@H](C)[C@H](OC(C)=O)[C@@H]1C
#76 CCOc1ncccc1C(=O)OCC(=O)N1CCN(S(=O)(=O)c2ccccc2)CC1
#77 NC(=O)C1CCN(c2oc(-c3ccccc3F)nc2S(=O)(=O)c2ccc(Cl)cc2)CC1
#78 CCc1ccc2[nH]c(=O)c(C(c3nnnn3CCOC)N3CCN(c4ccccc4)CC3)cc2c1 (stereo unspecified)
#79 Cc1ccc2cc(CN(Cc3ccco3)C(=O)c3ccccc3)c(=O)[nH]c2c1C
#80 CCOC(=O)CNS(=O)(=O)CCN1C(=O)c2ccccc2C1=O
compound no.	73	74	75	76	77	78	79	80
TNAP Pi inh	7	10	-10	3	6	6	-4	7
TNAP pNPP inh	2	-2	-16	-3	-4	0	-7	6

#81 COc1ccc(CCNC(=O)c2sc(=S)n(C)c2N)cc1
#82 CCN(CC)C(=O)CSc1nc(O)cc(=O)n1-c1ccccc1OC
#83 NC(=O)C1CCN(CCC(=O)Nc2ccc(Br)cc2)CC1
#84 CCCNC(=O)NC(=O)CSc1ncc(C(F)(F)F)cc1Cl
#85 CC(=O)O[C@]1(C(C)=O)CC[C@H]2[C@@H]3C=C(Cl)C4=CC(=O)CC[C@]4(C)[C@H]3CC[C@@]21C
#86 COC(=O)c1ccccc1OC(=O)c1ccc(Br)o1
#87 Cc1cc(CNC(=O)Cc2c(F)cccc2Cl)nn1C
#88 CN(C)CCCN1c2ccccc2CCc2ccccc21
compound no.	81	82	83	84	85	86	87	88
TNAP Pi inh	-8	3	4	16	8	-10	-6	3
TNAP pNPP inh	7	-4	1	8	3	4	-5	2

Twelve entries out of the list, ordered by number of heavy atoms, smallest number first.
#86 COC(=O)c1ccccc1OC(=O)c1ccc(Br)o1
#87 Cc1cc(CNC(=O)Cc2c(F)cccc2Cl)nn1C
#83 NC(=O)C1CCN(CCC(=O)Nc2ccc(Br)cc2)CC1
#84 CCCNC(=O)NC(=O)CSc1ncc(C(F)(F)F)cc1Cl
#80 CCOC(=O)CNS(=O)(=O)CCN1C(=O)c2ccccc2C1=O
#82 CCN(CC)C(=O)CSc1nc(O)cc(=O)n1-c1ccccc1OC
#74 CCn1c2ccccc2c2cc(NC(=O)CCCN3C(=O)CCC3=O)ccc21
#79 Cc1ccc2cc(CN(Cc3ccco3)C(=O)c3ccccc3)c(=O)[nH]c2c1C
#76 CCOc1ncccc1C(=O)OCC(=O)N1CCN(S(=O)(=O)c2ccccc2)CC1
#77 NC(=O)C1CCN(c2oc(-c3ccccc3F)nc2S(=O)(=O)c2ccc(Cl)cc2)CC1
compound no.	86	87	83	84	80	82	74	79	76	77
TNAP Pi inh	-10	-6	4	16	7	3	10	-4	3	6
TNAP pNPP inh	4	-5	1	8	6	-4	-2	-7	-3	-4

#78 CCc1ccc2[nH]c(=O)c(C(c3nnnn3CCOC)N3CCN(c4ccccc4)CC3)cc2c1 (stereo unspecified)
#75 CO[C@H]1C=CO[C@@]2(C)Oc3c(C)c(O)c4c(O)c(c(C=NN5CCN(C)CC5)c(O)c4c3C2=O)NC(=O)C(C)=CC=C[C@H](C)[C@H](O)[C@@H](C)[C@@H](O)[C@@H](C)[C@H](OC(C)=O)[C@@H]1C
compound no.	78	75
TNAP Pi inh	6	-10
TNAP pNPP inh	0	-16

New compounds follow
#89 Cn1ncc(C#N)c1/N=C/N(Cc1ccccc1)Cc1ccccc1
#90 O=C(NCc1csc(-c2ccccc2)n1)c1ccco1
#91 CCOC(=O)c1ccc(-n2c(=O)[nH]c3ccccc3c2=O)cc1
#92 CC(=O)Oc1ccc(NC(=O)C2CCCCC2)c(C(=O)O)c1
#93 N#C/C(C(=O)c1ccccc1)=C1/CCCCCN1
#94 Cc1ccc(C(=O)CCNc2ccccc2)o1
#95 CCOC(=O)c1sc(N(Cc2ccccc2)C(=O)CN2C(=O)CN(C)C2=O)nc1C
#96 C/C(CCc1oc2ccccc2c1-c1ccc(C)o1)=N/O
#97 COc1ccc(C2(CN(C(C)=O)C(C)=O)CCCC2)cc1OC
#98 CC1(C)CCCN(C(=O)c2coc(=O)c(Br)c2)C1
#99 CCn1c(Cc2cccs2)nnc1SCC(=O)Nc1ccc(OC)c(OC)c1
compound no.	89	90	91	92	93	94	95	96	97	98	99
TNAP Pi inh	3	16	6	8	13	0	3	7	9	4	-9
TNAP pNPP inh	-1	5	2	12	2	0	4	-1	5	-5	4
